AID inhibitor: Primary qHTS assay for inhibitors of Activation Induced Cytidine Deaminase (AID): AID signal | AID deamination FRET fluorescence, UDG-coupled, 4 h | Potency, µM (doses to about 115 µM), for the others: top-dose activity change, negative = inhibition, hits mostly inhibitors | hit rate 0.32% among 91,000 | AID 1347428, 2020; further: nearly all actives have a fitted effect of over 25% in size
Target sequence (Q9GZX7 whole entry, looked up): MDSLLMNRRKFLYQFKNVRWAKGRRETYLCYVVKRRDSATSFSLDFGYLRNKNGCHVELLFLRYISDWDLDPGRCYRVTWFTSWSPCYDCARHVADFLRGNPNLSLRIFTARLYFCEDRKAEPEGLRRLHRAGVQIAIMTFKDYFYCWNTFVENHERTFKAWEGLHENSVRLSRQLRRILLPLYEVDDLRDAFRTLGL
UDG counterscr: Primary qHTS assay for inhibitors of Activation Induced Cytidine Deaminase (AID): UDG Counterscreen signal. Uracil-DNA glycosylase. FRET deamination/UDG coupled assay, UDG read, 4 h. Potency, µM (titrated, usually from 115 µM), inactives show at the highest dose activity change, negative = inhibition, hits mostly inhibitors. hit rate 0.14% among 91,000; further: nearly all actives have a fitted effect of over 65% in size
* marks the source's active call; other numbers are inactive results; u = inconclusive; & = joins results of further samples; [ ] = dose if it differs, or a comment. The call rests on the fitted dose curve; in most records, active means well fitted curve in the direction sought with a large enough effect; inconclusive means small, poorly fitted or top-dose-only effect, or another doubt; inactive means no such curve, though single readings can be large; an effect the other way counts as inactive or inconclusive. On the % scale 0 is the no-effect control and ±100 the full control effect; potency means the concentration at half of the fitted maximal effect. Not all compounds are listed; count on the stated rates, not on these rows.

SMILES | AID inhibitor | UDG counterscr
CC(C)CCn1nc(C(=O)NC2CCCc3ccccc32)c2ccccc2c1=O (configuration not stated) | -26% | -17%
COc1ccc2c(CNCc3ccccc3OC)c(C(=O)O)n(Cc3ccc(F)cc3Cl)c2c1 | -18% | 15%
CCC/C(=N\NC(=O)C(O)(c1ccc(CC)cc1)c1ccc(CC)cc1)c1ccccc1 | -12% | 1%
Cc1cc(C)cc(OCC(=O)N(Cc2ccc(Cl)cc2)C2CCS(=O)(=O)C2)c1 (configuration not stated) | u | -17%
Cc1c(Cl)cccc1NC(=S)NCCc1ccccc1 | -5% | -5%
COc1ccc(CNC(=O)CCc2c(C)nc3c4cccnc4nn3c2C)cc1 | 27% | 1%
Cc1ccsc1/C=C/C(=O)c1cc2ccccc2o1 | 1% | -1%
Cc1ccc(C(=O)N(Cc2ccncc2)C2CC2)s1 | -7% | -8%
O=C(O)CSc1c(Cl)cccc1Cl | -20% | -16%
CCOc1cc(S(=O)(=O)NCCO)ccc1Cl | -6% | 2%
CCOc1ccc(CC(=O)NCc2ccc3c(c2)CCN3C(=O)c2ccccc2)cc1OCC | u | -20%
CCn1nc(C(=O)Nc2nc(-c3ccc4c(c3)OCCO4)cs2)c2ccccc2c1=O | 4% | 14%

Quoted at random: four entries already listed.
SMILES | AID inhibitor | UDG counterscr
CCOc1ccc(CC(=O)NCc2ccc3c(c2)CCN3C(=O)c2ccccc2)cc1OCC | u | -20%
CCC/C(=N\NC(=O)C(O)(c1ccc(CC)cc1)c1ccc(CC)cc1)c1ccccc1 | -12% | 1%
Cc1ccc(C(=O)N(Cc2ccncc2)C2CC2)s1 | -7% | -8%
COc1ccc2c(CNCc3ccccc3OC)c(C(=O)O)n(Cc3ccc(F)cc3Cl)c2c1 | -18% | 15%

The listing picks up with the three entries that preceded the break.
SMILES | AID inhibitor | UDG counterscr
CCOc1cc(S(=O)(=O)NCCO)ccc1Cl | -6% | 2%
CCOc1ccc(CC(=O)NCc2ccc3c(c2)CCN3C(=O)c2ccccc2)cc1OCC | u | -20%
CCn1nc(C(=O)Nc2nc(-c3ccc4c(c3)OCCO4)cs2)c2ccccc2c1=O | 4% | 14%
O=C(NC1CCCCCC1)c1ccc2ncsc2c1 | -11% | -20%
O=C(O)CCCCCCCCCCCl | -7% | 4%
O=C(Cc1ccccc1Cl)NNC(=O)C1CCCCC1 | 2% | 8%
Cc1cc2cc(NS(=O)(=O)c3ccc(F)c(F)c3)ccc2[nH]1 | 3% | -12%
Cc1ccccc1Nc1nnc(SCC(=O)c2ccc(Cl)s2)s1 | 27% | 0%
Cc1ccc(NC(=O)C2(c3cccs3)CCOCC2)cc1Cl | -14% | u
CC1CCN(S(=O)(=O)c2ccc3c(c2)CCN3)CC1 | -1% | -12%
CCOCCCNC(=O)c1c(NC(=O)Cc2coc3c(C)c(C)ccc23)sc2c1CCC2 | 6% | -14%
CCCC(=O)Nc1oc2c(C)cccc2c(=O)c1-c1ccc(OC)cc1 | -1% | -1%
O=C(OCc1ccccc1)c1ccncc1 | 3% | 5%
COc1ccc(S(=O)(=O)Nc2cc(-c3cn4ccc(C)cc4n3)ccc2C)cc1OC | -8% | 17%
COc1cc(NC(=O)Cc2c(C(=O)O)c(C)cn2C)cc(OC)c1 | 170%[activator] | 1%
CCOc1ccc(C(=O)c2cn(CC(=O)Nc3ccc(F)cc3)c3cc4c(cc3c2=O)OCCO4)cc1 | -10% | -8%
O=C(CSCc1cnn(-c2ccccc2)c1-n1cccc1)NCCc1ccccc1 | -21% | -8%
Cc1ccc(NC(=O)c2ccc(F)c(S(=O)(=O)NCCc3ccccc3)c2)cc1F | 2% | -11%
CCc1cccc(NC(=O)C2Cc3ccccc3N2C(=O)c2ccccc2)c1 (configuration not stated) | -2% | 0%
Cc1ccc(N2CCN(c3nc4ccccc4c4nnc(C)n34)CC2)c(C)c1 | 11% | 7%
CC(=O)Nc1ccc(C)cc1-c1nc2ccccc2n(CC(=O)c2ccc(Cl)cc2)c1=O | 1% | 0%
O=C(CC12CC3CC(CC(C3)C1)C2)Nc1ccc(C(=O)c2ccccc2)cc1 | -12% | 0%
COc1ccc(CNC(=O)CN2N=C(c3ccccc3)CCC2=O)c(OC)c1 | 14% | 0%[57.5 µM]
CCN(c1ccc(C)cc1)S(=O)(=O)c1nnc(NC(=O)c2cccs2)s1 | 23% | -4%[57.5 µM]
COc1cccc(N(Cc2nnc3n2CCCCC3)C(=O)Nc2ccccc2)c1 | 17% | 10%
CCOC(=O)/C(C#N)=C/c1cc(Cl)c(OCCOc2ccc(C(C)CC)cc2)c(OC)c1 (configuration not stated) | -14% | -6%
N#Cc1ccc(N)c(Br)c1 | -4% | -11%

Given with tabs: part of the list above.
SMILES	AID inhibitor	UDG counterscr
O=C(CC12CC3CC(CC(C3)C1)C2)Nc1ccc(C(=O)c2ccccc2)cc1	-12%	0%
CCc1cccc(NC(=O)C2Cc3ccccc3N2C(=O)c2ccccc2)c1 (configuration not stated)	-2%	0%
COc1cccc(N(Cc2nnc3n2CCCCC3)C(=O)Nc2ccccc2)c1	17%	10%
CCN(c1ccc(C)cc1)S(=O)(=O)c1nnc(NC(=O)c2cccs2)s1	23%	-4%[57.5 µM]

(listing goes on)
SMILES | AID inhibitor | UDG counterscr
COc1cccc(-c2ccc(-c3noc(-c4ccncc4)n3)c(OC)n2)c1 | -7% | 3%
CC1=C(c2cccc(Cl)c2)S(=O)(=O)NC1=NCc1ccccc1C | 2% | 10%
CCOC(=O)Cn1cc(/C=C2\SC(=O)N(C)C2=O)c2ccccc21 | 25% | 8%
O=C/C=C/c1ccc([N+](=O)[O-])cc1 | -25% | -5%
COc1ccccc1N1CCN(S(=O)(=O)CCNC(=O)Cc2ccc(Cl)cc2)CC1 | 5% | 1%
COC(=O)c1ccc(NC(=O)CC2C(=O)N(c3cccc(F)c3)C(=O)N2CC(C)C)cc1 (configuration not stated) | -19% | -7%
COc1ccc2c(C)c(CCC(=O)Nc3cc(C)ccc3F)c(=O)oc2c1 | 0% | -1%
CCn1c(C(=O)NCC(=O)NC2CC2)cc2ccccc21 | 2% | 12%
Cc1c(Cl)cccc1NC(=O)c1cc(-c2cccs2)on1 | 32%[activator][57.5 µM] | -11%[57.5 µM]
Cc1ccc(C(=O)N/N=C2/CC(=O)CC(C)(C)C2)cc1Br | 9% | 6%
O=C(CCC(=O)N1CCSc2ccccc21)Nc1ccc(Cl)cc1 | -30% | -6%
CCS(=O)(=O)c1nc(S(=O)(=O)c2ccc(C)cc2)c(NCc2ccccc2Cl)s1 | -12% | -9%
CCOC(=O)c1c(C)[nH]c(C)c1S(=O)(=O)NCC(=O)N1CCN(c2cccc(C)c2)C(C)C1 (configuration not stated) | 16% | u
Cc1ccccc1OCC(=O)N1CCC(c2nc3ccccc3s2)CC1 | -3%[57.5 µM] | -5%[57.5 µM]
COc1ccc(C2=NN(CCC(=O)NCCc3ccccc3)C(=O)CC2)cc1 | -15% | -10%[57.5 µM]
O=C(NCCc1ccccc1Cl)c1ccc(Cn2c(=O)c3cccn3c3cccnc32)cc1 | u | -5%
CCOc1ccc(C(=O)OCc2cc(=O)n3nc(C4CCCCC4)sc3n2)cc1 | -9% | 25%
CCOC(=O)c1c(NC(=O)c2noc3c2CC(C)CC3)sc(C)c1C (configuration not stated) | -2% | 6%
Cc1ccc2oc(C(=O)Nc3nc(-c4ccc(F)cc4)ns3)c(C)c2c1 | 0% | 5%[57.5 µM]
Cc1cccc(NC(=O)CSc2nnc3scc(-c4ccccc4)n23)c1 | -12% | 30%
CCc1ccc(CN2CCc3nc(N4CCN(CC)CC4)ncc3C2)cc1 | 199%[activator] | -2%
O=S(=O)(c1ccccc1)n1nc(-c2ccc(Cl)cc2)nc1NCc1ccccc1 | -6% | -12%
COc1ccc(-c2nc3sc(CCNC(=O)c4ccccc4C)c(C)n3n2)cc1 | 4% | -6%
O=C(OCCOC(=O)C12CC3CC(CC(Br)(C3)C1)C2)c1ccccc1 | 7% | -6%

Single records (already shown). Order of screens: AID inhibitor	UDG counterscr
CCn1nc(C(=O)Nc2nc(-c3ccc4c(c3)OCCO4)cs2)c2ccccc2c1=O is entered as 4%	14%
CCc1ccc(CN2CCc3nc(N4CCN(CC)CC4)ncc3C2)cc1 is entered as 199%[activator]	-2%
CCOc1ccc(CC(=O)NCc2ccc3c(c2)CCN3C(=O)c2ccccc2)cc1OCC is entered as u	-20%
O=C(Cc1ccccc1Cl)NNC(=O)C1CCCCC1 is entered as 2%	8%
Cc1ccc(NC(=O)C2(c3cccs3)CCOCC2)cc1Cl is entered as -14%	u

Remaining list, next part.
SMILES | AID inhibitor | UDG counterscr
CCCNC(=O)N1CCN(c2oc(-c3ccco3)nc2C#N)CC1 | 0% | -12%
COc1cc(NC(=O)CN2CCCN(S(=O)(=O)c3ccc(F)cc3)CC2)cc(OC)c1 | -1%[57.5 µM] | -7%[57.5 µM]
CC(C)Oc1ccccc1/C=C(/C#N)C(=O)Nc1cccc(C(F)(F)F)c1 | -9% | -8%
CCCN(C(=O)Cn1cnc2sc(C)c(S(=O)(=O)N3CCN(c4ncccn4)CC3)c2c1=O)c1cccc(C)c1 | 7% | 5%
O=C(Nc1ccc(Cl)c(C(=O)NC2CCCCC2)c1)c1ccncc1 | -8% | -3%
CC(=O)N1c2ccccc2C(=O)C1N1CCN(c2ccc(Cl)cc2)CC1 (configuration not stated) | 173%[activator] | -6%
CCOc1ccc2c(c1)c(C(C)=O)c(C)n2CCc1ccccc1 | -4% | 4%
c1ccc(CCC2CCNCC2)cc1 | -5% | -1%
CCOc1ccc(Oc2ccc(NC(=O)c3nn(C)c(=O)c4ccccc34)cc2)cc1 | -14% | -13%
COc1cc(NC(=O)C(NS(=O)(=O)c2ccc3c(c2)CCCC(=O)N3)C(C)C)cc(OC)c1 (configuration not stated) | -7% | -5%
O=C(c1cccs1)N1CCCc2cc(NS(=O)(=O)c3ccc(F)cc3)ccc21 | -6% | 5%
O=C(Nc1ccc(F)cc1F)c1ccn(Cn2nnc(-c3ccccc3)n2)n1 | -7% | -4%
Cc1cc(C(=O)COC(=O)c2cc3ccccc3oc2=O)c(C)n1C1CC1 | -6% | -4%
CCOC(=O)c1sc2ccccc2c1S(=O)(=O)Nc1ccc(C(C)=O)cc1 | -15% | 1%
CCOC(=O)C1CCN(c2nc(-c3ccc(Br)cc3)nc3ccccc23)CC1 | 5% | 24%
CCOC(=O)c1ccc(Nc2nc(C(=O)OCC)nc3ccccc23)cc1 | -8%&-11% | -5%&1%
N#C/C(=C/c1ccc(OCC(F)(F)F)cc1)c1ccccn1 | -3% | -5%
C[C@@]1(C2CCCC2)Cc2cc(OCC(=O)O)c(Cl)c(Cl)c2C1=O | -22% | -8%
Cc1ccc(N(CC(=O)N2CCN(c3cccc(C)c3C)CC2)S(=O)(=O)c2c(C)nn(C)c2C)cc1 | u | u
COc1cc(NC(=O)N2CCc3c(sc4c3CCCC4)C2c2ccccc2)cc(OC)c1OC (configuration not stated) | u | -17%
COC(=O)C(Cc1c[nH]c2ccccc12)NC(=O)COc1ccc(Cl)cc1Cl (configuration not stated) | -7% | 0%
CCSc1nc(-c2ccccc2F)nc2c1Cc1c(CO)cnc(C)c1O2 | -10% | 0%
O=C(CSc1nc2nc[nH]c2c(=O)[nH]1)Nc1ccc(F)cc1F | 2% | -10%
CCCCn1c(SCc2ccccc2C)nc2ccsc2c1=O | u | 0%[57.5 µM]
COc1cc(Br)c(/C=C(/C#N)C(=O)C(C)(C)C)cc1OC | -1% | -2%
Cc1ccc(CNC(=O)c2ccc(-c3nc(CS(=O)(=O)c4ccc(C)cc4)c(C)o3)cc2)cc1 | 18%[57.5 µM] | -12%[57.5 µM]
O=C(NC1CCCCC1)c1cc(-c2ccc(Cl)cc2)nc2ccccc12 | -1% | -5%
C=C(C)COc1ccc2c(=O)c(Oc3ccc(C(=O)OCCC)cc3)c(C)oc2c1 | -9% | -8%
O=C(CSc1c2c(nc3cc(Cl)ccc13)CCCC2)Nc1nc2ccccc2s1 | -22% | -12%
CCOc1cc(C2CC(=O)Nc3nc(SCc4ccccc4)[nH]c(=O)c32)ccc1O (configuration not stated) | -12% | -5%
CCOc1cc(CNC(=O)Cn2c(=O)c3cccn3c3ccc(F)cc32)cc(OCC)c1OCC | 5% | -10%[57.5 µM]
Cc1ccccc1CS(=O)Cc1ccc(F)cc1Cl (configuration not stated) | 1% | -4%
Cc1c(Cl)cccc1NC(=O)c1oc2ccc(S(=O)(=O)N3CCC4(CC3)OCCO4)cc2c1C | 0% | -1%

Source: PubChem BioAssay
